Source: PubChem BioAssay
RGS7-Gao – human RGS7-Galphao interaction regulation; P09471; binding response (% of control), % at 10 µM; 220,000 compounds, 0.35% hits; Multiplexed bead flow cytometry, RGS7-Galphao binding; actives lie on both sides; in the data active = binding response below about 49% or above about 150%; inconclusive = no clear call, values can overlap the other calls; inactive = in between;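 note: fluorescent Galphao held in activated GDP-AlF4 state binding bead-coupled RGS7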
Target sequence (P09471 whole entry, looked up): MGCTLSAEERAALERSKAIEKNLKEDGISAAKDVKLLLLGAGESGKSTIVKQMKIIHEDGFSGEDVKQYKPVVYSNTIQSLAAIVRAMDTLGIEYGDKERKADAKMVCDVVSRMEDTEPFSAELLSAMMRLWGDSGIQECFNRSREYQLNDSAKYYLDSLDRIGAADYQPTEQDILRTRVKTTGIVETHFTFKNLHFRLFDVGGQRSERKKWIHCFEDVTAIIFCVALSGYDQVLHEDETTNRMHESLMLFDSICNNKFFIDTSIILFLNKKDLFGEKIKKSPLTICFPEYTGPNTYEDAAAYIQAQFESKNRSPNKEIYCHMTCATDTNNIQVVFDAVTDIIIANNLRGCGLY
Bim-Bcl-W – disrupts Bim peptide binding to human Bcl-W | 190,000 compounds, 0.02% hits | inhibition, % at 10 µM | Q92843 | bead-based flow cytometry;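 note: 0% = bound tracer without compound and 100% = peptide blocker; higher means less fluorescent Bim peptide bound to Bcl-W beads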
Target sequence (Q92843 whole entry, looked up): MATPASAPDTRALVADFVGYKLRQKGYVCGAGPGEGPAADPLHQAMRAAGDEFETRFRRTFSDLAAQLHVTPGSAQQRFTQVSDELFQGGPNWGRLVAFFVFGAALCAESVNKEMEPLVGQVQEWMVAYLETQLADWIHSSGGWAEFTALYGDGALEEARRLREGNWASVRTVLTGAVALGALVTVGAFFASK
RGS8-Gao reg – regulators of human RGS8-Galphao interaction. P09471. multiplexed bead flow cytometry, RGS8-Galphao binding; actives lie on both sides. response (percent of control binding), % at 10 µM. 220,000 compounds, 0.34% hits. AID 1423; in the data active = response below about 60% or above about 140%; inactive = in between;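 note: Galphao activated as the GDP aluminium fluoride complex binding bead-coupled RGS8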
Bim-Bfl-1 – inhibitors of Bim-Bfl-1 interaction, human | 190,000 compounds, 0.12% hits | Q16548 | inhibition, % at 10 µM | Bead-based flow cytometry, Bim-Bfl-1 binding inhibition;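 note: 0% = wells without compound plus tracer and 100% = blocker peptide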
Bim-Mcl-1 – inhibitors of Bim-Mcl-1 interaction, human; Q07820; Bead-based flow cytometry, Bim peptide-Mcl-1 binding; inhibition, % at 10 µM; 190,000 compounds, 0.1% hits; AID 1009;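 note: 0% = no compound tracer wells and 100% = peptide blocker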
Mcl1-Bid inh – disrupts binding of human Mcl-1 to Bid peptide | TR-FRET Mcl-1/Bid-Dy647 peptide binding, 1536-well | inhibition, % at 21.7 µM | 220,000 compounds, 0.97% hits;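 active = compounds that cut the binding signal by more than half at the single screening dose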;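 note: His-tagged Mcl-1 with europium anti-His antibody binding Bid BH3 peptide; 0% = Mcl-1 plus peptide wells and 100% = peptide-only wells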
Bim-Bcl-2 – disrupts Bim peptide binding to human Bcl-2 | P10415 | Bead-based flow cytometry, Bim peptide-Bcl-2 binding | inhibition, % at 10 µM | 190,000 compounds, 0.06% hits; in the data active = inhibition above about 40%; inconclusive = no clear call, values can overlap the other calls;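 note: 0% = no compound wells with probe peptide and 100% = reference peptide inhibitor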
Target sequence (P10415 whole entry, looked up): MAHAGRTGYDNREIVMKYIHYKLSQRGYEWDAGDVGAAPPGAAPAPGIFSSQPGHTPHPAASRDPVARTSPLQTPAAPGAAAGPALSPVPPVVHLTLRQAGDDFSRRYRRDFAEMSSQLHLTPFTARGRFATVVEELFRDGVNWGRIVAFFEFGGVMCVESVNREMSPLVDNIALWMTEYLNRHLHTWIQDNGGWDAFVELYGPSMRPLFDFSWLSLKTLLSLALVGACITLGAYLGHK
Bim-Bcl-XL – disrupts Bim peptide binding to human Bcl-XL; Q07817; AID 1007; bead flow cytometry, fluorescence; inhibition, % at 10 µM; 190,000 compounds, 0.04% hits
RGS4-Gao reg – human RGS4-Galphao interaction regulation; Multiplexed bead flow cytometry, RGS4-Galphao binding; actives lie on both sides; binding response (% of control), % at 10 µM; 220,000 compounds, 0.33% hits; AID 1415; in the data active = binding response below about 49% or above about 150%; inactive = in between;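 note: fluorescent Galphao activated with aluminum fluoride binding bead-coupled RGS4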
Mcl1-Noxa inh – Mcl-1/Noxa interaction inhibition; Q07820; TR-FRET Mcl-1/Noxa peptide binding, 2 h; inhibition, % at 21.7 µM; 220,000 compounds, 1.5% hits;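 active = compounds that cut the protein-peptide binding signal by more than 50% relative to plate controls in a single-dose test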;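 note: His-tagged Mcl-1 with rhodamine Noxa BH3 peptide and terbium anti-His antibody; 0% = Mcl-1 plus Noxa peptide wells and 100% = peptide-only wells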
Bcl-B Bim block – inhibitors of Bim-Bcl-B interaction, human; Q9HD36; bead-based flow cytometry, Bim peptide-Bcl-B binding; inhibition, % at 10 µM; 190,000 compounds, 0.073% hits; AID 951;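 note: 0% = tracer peptide without compound and 100% = reference inhibitor peptide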
* = called active by the depositor; ? = inconclusive; nt = no result given. Cut-off read from the data, not from the text of the source, unless noted: active = inhibition above about 40%. Random draw from the library; overall some 2.7% were active at least once.

The line under a structure holds: RGS7-Gao, Bim-Bcl-W, RGS8-Gao reg, Bim-Bfl-1, Bim-Mcl-1, Mcl1-Bid inh, Bim-Bcl-2, Bim-Bcl-XL, RGS4-Gao reg, Mcl1-Noxa inh, Bcl-B Bim block
1) COc1ccc(OC)c(NC(=O)C23CC4CC(C2)CC(n2cnc(Br)n2)(C4)C3)c1
 : 102, -1, 100, 2, 3, -19, 0, -3, 98, 9, 1
2) COc1cc(S(=O)(=O)N2CCOCC2)ccc1NC(=O)c1cc2c(s1)CCC2
 : 96, 0, 101, -11, 0, -19, -12, -4, 99, -7, -8
3) CN1CCN(Cc2c(O)ccc3cc(-c4ccccn4)c(=O)oc23)CC1
 : 98, 3, 101, -4, -4, -19, -2, -1, 103, 7, -4
4) Cn1nnc(NC(=O)c2ccco2)n1
 : 111, 1, 101, 0, 2, -22, 1, 0, 102, 10, 1
5) Nc1nnc(-c2ccc(Cl)c([N+](=O)[O-])c2)s1
 : ?, -3, 98, 5, -1, -21, 0, -1, 103, 41, -25
6) C[C@H]([C@@H](N)C(=O)N[C@@H](C(=O)O)[C@@H]1O[C@H](n2ccc(=O)[nH]c2=O)[C@@H](O)[C@H]1O)[C@@H](O)c1ccc(O)cn1
 : 97, -1, 98, 0, 1, -15, 0, 0, 99, 9, 0
7) CCc1cccc(NC(=O)c2ccc(Cn3nc(C)cc3C)o2)c1
 : 96, 0, 85, 1, 0, -12, -1, -2, 97, 8, -2
8) CN(C)c1cc[n+](CC(=O)N2CCCc3ccccc32)cc1
 : 105, -2, 101, 4, 2, -38, 1, -3, 101, 1, 13
9) S=C(Nc1ccccc1)Nc1ccccc1Br
 : ?, nt, 99, nt, nt, -16, nt, nt, 99, 13, nt
10) COc1ccc(CNS(=O)(=O)c2ccccc2Br)cc1
 : ?, nt, 93, nt, nt, -42, nt, nt, 95, 1, nt
11) CCOC(=O)C(NCc1ccccc1)(NC(=O)c1ccccc1)C(F)(F)F (configuration not stated)
 : 101, 0, 101, -15, 1, -5, -9, -4, 107, 14, -10
12) CCOc1ccc(C(=O)Nc2ccc(N3CCN(S(C)(=O)=O)CC3)cc2)cc1[N+](=O)[O-]
 : 102, 2, 105, -1, 4, 2, 2, 0, 105, 1, 0
13) S=C(Nc1ccccc1)N1CCN(Cc2ccccc2)CC1
 : ?, nt, 99, nt, nt, -45, nt, nt, 100, 17, nt
14) COc1ccc(/C=C/C(=O)OCC(=O)NCC2CCCO2)cc1 (configuration not stated)
 : 100, -1, 100, -2, -4, -6, -8, -4, 100, 6, -4
15) C#CCNC(=O)c1cc2sccc2n1C
 : 103, 0, 103, -5, -2, -5, 0, -3, 102, 7, -4
16) CN1C(=O)C(O)(c2sc(N)nc2-c2ccccc2)c2ccccc21 (configuration not stated)
 : 98, 0, 101, -1, -1, -51, 0, -5, 101, 2, 0
17) COC(=O)Cc1c(O)ccn(CCc2c[nH]c3ccc(OC)cc23)c1=O
 : 102, 3, 100, 0, -4, -34, 0, -2, 101, 14, -2
18) CC(C)(C)c1ccc(NC(=O)Cn2cnc3cc([N+](=O)[O-])ccc3c2=O)cc1
 : 95, -1, 102, -2, 0, -23, -3, 1, 98, 19, 0
19) CCN1CCN(C(=O)CCc2nc3ccccc3c(=O)[nH]2)CC1
 : 93, 0, 96, -3, -2, -16, -5, -5, 95, 1, -4
20) O=C(CNC(=O)c1ccco1)OCC(=O)c1ccc(Cl)cc1
 : 101, 0, 102, -5, 0, -1, -1, 1, 102, -5, -3
21) O=C(NCc1ccc2c(c1)OCO2)C1CCN(S(=O)(=O)c2cccs2)CC1
 : 110, 0, 125, 3, 3, -7, 0, 3, 111, 14, 0
22) Nc1ccc(Nc2ccncc2[N+](=O)[O-])cc1
 : 100, 3, 100, -9, 1, -84, -7, 11, 100, -4, -4
23) CC(C)C(=O)Nc1ccc(C(=O)NNC(=S)NC(=O)c2ccccc2[N+](=O)[O-])cc1
 : 101, 0, 98, -2, -1, -83, -2, -2, 100, -11, -20
24) Cc1nc2nc(-c3ccco3)nn2c(C)c1Cl
 : 96, 0, 99, 4, -1, 1, 0, -4, 98, 19, 4
25) CCC1CCCN1Cn1cnc2c([nH]c3ccc(Cl)cc32)c1=O (configuration not stated)
 : 105, 0, 102, 1, -3, -1, -6, -4, 105, 37, -4
26) CCCC(=O)Nc1ccccc1-c1nnn(CC(=O)Nc2ccc(OC)cc2)n1
 : 98, 3, 100, -10, 0, -21, -3, -5, 101, 6, -5
27) CCn1c2ccccc2c2nn(C)c(=N)nc21
 : 102, -1, 100, -18, -2, -25, -7, -5, 100, -2, -8
28) CC(NC(=O)Cc1ccsc1)c1ccc(S(N)(=O)=O)cc1 (configuration not stated)
 : 101, 0, 100, -9, 0, -37, 0, -2, 100, -1, -5
29) CCOC(=O)c1ccccc1NS(=O)(=O)c1ccc(OCC)cc1
 : 101, -1, 99, -6, 0, -46, -7, 1, 99, -20, -7
30) CCCCOc1ccc(CSc2n[nH]c(C)n2)cc1
 : 97, -1, 100, 2, 4, -18, 0, -4, 98, 2, -12
31) Cc1ccc(OCCN2C(=O)c3ccccc3C2=O)c(C)c1
 : 92, -1, 100, -5, -2, -3, 1, 0, 90, -2, 1
32) COC(=O)c1sccc1NC(=O)C1CC=CCC1C(=O)O (configuration not stated)
 : 99, 0, 100, -18, -5, 4, -13, -8, 101, 2, -11
33) CC(=O)c1cnc2c(-c3cccc(Br)c3)cnn2c1C
 : 100, -3, 103, -7, -5, -21, -7, -8, 102, 10, -8
34) C#CCOCCOCCOCCNc1nc(N2CCN(C(=O)[C@H]([C@@H](C)CC)n3cc([C@@H](N)CC(C)C)nn3)CC2)nc(N2CCN(C(=O)[C@H](CCCCN)n3cc([C@@H](N)C(C)CC)nn3)CC2)n1 (some centres not stated)
 : 95, 0, 95, -4, 0, 41, -2, -2, 97, 12, -3
35) Cc1cc2c(cc1C)NC1(C(=O)Nc3ccccc31)C1=C(CC(C)(C)CC1=O)N2 (configuration not stated)
 : 103, 0, 100, 0, 0, -16, 0, -1, 99, -11, 0
36) CC1CN(S(=O)(=O)c2ccccc2)C(C)CN1S(=O)(=O)c1ccccc1 (configuration not stated)
 : 101, -3, 99, 0, -1, -5, 0, -5, 102, 3, -1
37) Cc1cc(C)nc(N2CCC(C(=O)NCc3ccccc3F)CC2)n1
 : 97, -2, 98, -9, -4, -13, -5, -5, 93, -9, -7
38) NC(=Nc1ccc(N)cc1)C(N)=Nc1ccc(N)cc1
 : ?, nt, 109, nt, nt, -41, nt, nt, 114, -16, nt
39) Cc1cccc(C(=O)N/N=C2/SCC(=O)N2Cc2ccccc2)c1
 : 94, 2, 98, -5, 0, -29, 0, 1, 95, 2, -1
40) COC(=O)c1ccc(N/C(C)=C/C(=O)c2ccc(C)o2)cc1
 : 97, -5, 96, 0, 0, -43, 1, 1, 99, nt, -2
41) COc1ccc(-c2nnc(SCC(=O)NNC(=O)Cc3ccccc3)n2C)cc1OC
 : 101, -2, 101, -1, -2, -18, 0, -1, 104, 7, -2
42) O=C(Nc1ccccc1Oc1ccccc1)c1ccccc1F
 : 100, 1, 103, 1, 1, -12, 3, -4, 104, 10, -1
43) CCC1(NC(C)=O)CC2CC1CC2NC(C)=O (configuration not stated)
 : 98, 0, 100, -1, 0, -13, 0, -1, 96, 16, 1
44) CCn1c(=O)cc(OCC(=O)NCc2ccc(C)o2)c2ccccc21
 : 97, -1, 98, -11, -2, -26, -5, -6, 96, 41, -9
45) CCCc1cc(C(N)=O)c(NC(=O)c2ccoc2C)s1
 : 110, -2, 99, 2, -5, 14, -9, -17, 95, 36, -17
46) COc1ccccc1CC(=O)NC1CCCc2ccccc21 (configuration not stated)
 : 106, -5, 104, -1, -4, -17, -1, -1, 106, 0, -3
47) Cc1nnc(SCc2nc3scc(-c4ccccc4)c3c(=O)[nH]2)s1
 : ?, nt, 101, nt, nt, -14, nt, nt, 100, 13, nt
48) CCCCNC(=O)CN(C1CCCCC1)S(C)(=O)=O
 : 105, 9, 103, -12, 0, -19, 0, -5, 106, -2, -6
49) CC(=O)NC1CC2CCCC(C1)N2CC(=O)NCc1ccc(F)cc1 (configuration not stated)
 : 93, 1, 99, -12, 0, -35, -7, -2, 96, -16, -6

In the list so far, 7 have a thiophene ring, fused or not.
The line under a structure holds: RGS7-Gao, Bim-Bcl-W, RGS8-Gao reg, Bim-Bfl-1, Bim-Mcl-1, Mcl1-Bid inh, Bim-Bcl-2, Bim-Bcl-XL, RGS4-Gao reg, Mcl1-Noxa inh, Bcl-B Bim block
2) COc1cc(S(=O)(=O)N2CCOCC2)ccc1NC(=O)c1cc2c(s1)CCC2
 : 96, 0, 101, -11, 0, -19, -12, -4, 99, -7, -8
15) C#CCNC(=O)c1cc2sccc2n1C
 : 103, 0, 103, -5, -2, -5, 0, -3, 102, 7, -4
21) O=C(NCc1ccc2c(c1)OCO2)C1CCN(S(=O)(=O)c2cccs2)CC1
 : 110, 0, 125, 3, 3, -7, 0, 3, 111, 14, 0
28) CC(NC(=O)Cc1ccsc1)c1ccc(S(N)(=O)=O)cc1 (configuration not stated)
 : 101, 0, 100, -9, 0, -37, 0, -2, 100, -1, -5
32) COC(=O)c1sccc1NC(=O)C1CC=CCC1C(=O)O (configuration not stated)
 : 99, 0, 100, -18, -5, 4, -13, -8, 101, 2, -11
45) CCCc1cc(C(N)=O)c(NC(=O)c2ccoc2C)s1
 : 110, -2, 99, 2, -5, 14, -9, -17, 95, 36, -17
47) Cc1nnc(SCc2nc3scc(-c4ccccc4)c3c(=O)[nH]2)s1
 : ?, nt, 101, nt, nt, -14, nt, nt, 100, 13, nt
